CHO parental Ca – ATP-evoked calcium signal inhibitors, parental CHO, primary screen, counter-screen for OX1R antagonist project, cell-based, fluorescence, Fluo-8 calcium dye | parental CHO-K1, ATP-induced calcium, Fluo-8 fluorescence | inhibition, % at 5.6 µM | 330,000 tested, 0.63% active | AID 463079, 2010;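 active means inhibition above that plate's mean sample inhibition plus 3 SD, cut at about 26% in these data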;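 further: 0% = ATP-challenged DMSO wells and 100% = DMSO wells without ATP; some compounds past the cut are filed as inactive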
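Material: parental CHO cells / Compound: single nominal dose of 5.6 µM per compound / Signal: Fluo-8 fluorescence / Replicates: singlicate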
OXTR potentiator – human OXTR potentiators, primary screen, fluorescence, CHO-OTR cells, Fluo-8 calcium. Oxytocin receptor (Homo sapiens), P30559. Fluo-8 calcium fluorescence, potentiator mode; 0% = oxytocin EC15, 100% = EC100. 320,000 tested, 0.061% active. activation, % at 3 µM;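 active means activation above that plate's cutoff, the mean activation of tested compounds plus 3 SD, cut at about 6.6% in these data, passing the limit was not always enough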;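 further: 100% uses oxytocin at 75 nM as the full agonist control; some results filed as inactive read as strong as hits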
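test system = CHO-OTR cells, human receptor | compound = single-point 3.0 µM | schedule = 6 min compound pre-incubation at room temperature, 100 s kinetic read | signal = Fluo-8 no-wash calcium dye fluorescence, excitation 470-495 nm, emission 515-575 nm | repeats = single well per compound, singlicate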
TAAR1 agonist – human TAAR1 agonists, primary screen, Fluo-8 calcium fluorescence, CHO RD-HGA16 cells. Trace amine-associated receptor 1 (Homo sapiens), Q96RJ0. vehicle wells 0%, saturating PEA agonist 100%. activation, % at 3 µM. 360,000 tested, 0.99% active;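 active means activation above the mean activation of all test compounds in the run plus 3 SD, cut at about 38% in these data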
Target sequence (Q96RJ0 whole entry, looked up): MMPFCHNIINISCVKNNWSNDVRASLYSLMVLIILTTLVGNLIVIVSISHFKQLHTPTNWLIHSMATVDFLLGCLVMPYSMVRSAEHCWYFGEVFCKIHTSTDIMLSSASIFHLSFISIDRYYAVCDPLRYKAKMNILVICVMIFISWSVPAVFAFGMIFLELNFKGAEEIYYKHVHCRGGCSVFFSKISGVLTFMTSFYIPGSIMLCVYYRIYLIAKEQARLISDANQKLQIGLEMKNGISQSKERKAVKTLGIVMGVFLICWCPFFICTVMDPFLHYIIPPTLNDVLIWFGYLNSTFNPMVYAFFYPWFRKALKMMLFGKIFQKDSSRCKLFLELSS
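Assay system: CHO-derived RD-HGA16 cells with stable Gα16 and human TAAR1; timing: 17-24 h seeding, 75 min 37 °C dye, 30 min RT; read-out: % activation from peak over basal fluorescence ratio, DMSO-to-PEA scaled; measured by: kinetic Fluo-8 calcium fluorescence; benchmarks: low control DMSO, high control PEA (EC100); doses: 3 µM single concentration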
CHRM1 PAM – human M1 muscarinic receptor positive allosteric modulators, primary screen, CHO-K1 cells, Fluo-8 calcium fluorescence, 1536-well. Muscarinic acetylcholine receptor M1 (Homo sapiens), P11229. 360,000 tested, 0.088% active. activation, % at 3 µM. CHO-K1 hM1, ACh EC20; 0% = ACh EC20, 100% = maximal ACh; in the data active means activation above about 19%, passing the limit was not always enough
OXTR ag – human OXTR agonists, primary screen, fluorescence, CHO-OTR cells, Fluo-8 calcium; Oxytocin receptor (Homo sapiens), P30559; Fluo-8 calcium fluorescence; normalized: DMSO 0%, oxytocin 100%; activation, % at 3 µM; 320,000 tested, 0.32% active; AID 2435, 2010;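 active means activation above the mean of all tested compounds plus 3 SD, cutoff set per screening run, cut at about 20% in these data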;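 further: peak over basal fluorescence ratio from a 100 s FLIPR kinetic read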
M1 antag – human M1 muscarinic receptor antagonists, primary screen, CHO-K1 cells, Fluo-8 calcium fluorescence, 1536-well; Muscarinic acetylcholine receptor M1 (Homo sapiens), P11229; AID 588852, 2011; CHO-K1 hM1, ACh EC80 antagonist; 360,000 tested, 1.3% active; inhibition, % at 3 µM;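 active means percent inhibition above its own plate's cutoff, namely the mean of that plate's compound wells plus 3 SD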;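 further: peak over basal fluorescence ratio during 140 s after agonist addition; 0% = ACh EC80 plus DMSO and 100% = DMSO alone without agonist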
M1 ag – human M1 muscarinic receptor agonists, primary screen, Fluo-8 calcium fluorescence, CHO-K1 cells, HTS. CHO-K1 hM1, agonist mode; 0% DMSO, 100% acetylcholine EC100. activation, % at 3 µM. 360,000 tested, 0.33% active. AID 588814, 2011;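 active means activation above the run's mean compound activation plus 3 SD, cut at about 16% in these data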;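 further: peak over basal fluorescence ratio within a 140 s kinetic read after compound addition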
V1R ag counter – agonists of human V1a receptor, primary screen, counter-screen for OXTR agonist project, fluorescence, CHO-V1R cells; activation, % at 3 µM; 320,000 tested, 0.25% active; Fluo-8 calcium fluorescence, agonist mode; 0% DMSO, 100% 3 nM vasopressin; AID 2797, 2010;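 active means activation above the mean activation of all tested compounds plus 3 SD, per screening run, cut at about 20% in these data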;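 further: signal is peak over basal fluorescence ratio across a 100 second FLIPR read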
Target sequence (P37288 whole entry, looked up): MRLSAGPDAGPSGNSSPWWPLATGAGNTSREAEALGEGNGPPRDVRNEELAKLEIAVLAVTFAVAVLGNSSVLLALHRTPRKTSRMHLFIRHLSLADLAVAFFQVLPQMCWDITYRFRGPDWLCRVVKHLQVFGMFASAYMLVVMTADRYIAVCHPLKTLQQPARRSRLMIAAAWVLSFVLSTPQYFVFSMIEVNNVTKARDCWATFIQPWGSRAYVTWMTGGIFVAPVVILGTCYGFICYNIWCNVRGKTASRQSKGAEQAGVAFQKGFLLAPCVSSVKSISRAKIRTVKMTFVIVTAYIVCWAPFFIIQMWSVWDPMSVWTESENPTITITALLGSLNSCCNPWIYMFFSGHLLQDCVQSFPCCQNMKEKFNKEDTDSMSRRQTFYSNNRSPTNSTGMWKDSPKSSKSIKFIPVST
TAAR1 antag – human TAAR1 antagonists, primary screen, Fluo-8 calcium fluorescence, CHO RD-HGA16 cells | Trace amine-associated receptor 1 (Homo sapiens), Q96RJ0 | antagonist | inhibition, % at 3 µM | 360,000 tested, 1.5% active;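 active means inhibition above a per-plate cutoff, the mean inhibition of test compounds on that plate plus 3 SD, cut at about 49% in these data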;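 further: 0% = DMSO plus EC80 beta-PEA response and 100% = DMSO alone without agonist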
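System: RD-HGA16 CHO cells with stable hTAAR1 and Gα16 | Probe or stimulus: EC80 β-phenethylamine stimulus | Dosing: 3 µM, single point | Times: Dye loading 75 min at 37 °C, then 30 min room temperature | Measured by: Fluo-8 calcium-sensitive fluorescence | Read-out basis: % inhibition of agonist calcium response | Replicates: n of 1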
Starred values were filed as active, the others as inactive; x = no result given.

#1 CC1CC(C)(C)NC(=S)N1CCCC(=O)NCc1ccccc1 (stereo not given)
#2 Nc1ncnc2c1ncn2[C@@H]1O[C@H](CNC(=O)[C@@H]2C[C@H](F)CN2)[C@@H](O)[C@H]1O
#3 COc1ccc(CC(=O)Nc2ccccc2C(C)=O)cc1S(=O)(=O)N1CCOCC1
#4 C=CCn1c(Cc2ccc(OC)cc2)nnc1SCC(N)=O
#5 CCCOC(=O)c1sc2nc3c(cc2c1N)C(=O)CCC3
#6 COc1ccc(Nc2nc(-c3ccccc3)nc3ccccc23)cc1
#7 CC(=O)NCCc1ccc(C(=O)Cn2cnc3ccccc3c2=O)cc1
#8 Cc1ccc2c(Cl)cc(Cl)c(O)c2n1
#9 Cc1ccc(NC(=O)CN(C)C(=O)CNC(=O)c2sc3ccccc3c2Cl)cc1
#10 CCN(CC)CCOC(=O)c1ccc(NC(=O)C2(c3ccccc3)CCCC2)cc1
assay / entry	1	2	3	4	5	6	7	8	9	10
CHO parental Ca	1	-3	-13	5	-4	2	-3	x	-26	-16
OXTR potentiator	5	x	-6	-7	-17	3	-10	x	-6	-13
TAAR1 agonist	1	7	5	2	-1	0	4	0	-1	11
CHRM1 PAM	2	9	16	3	8	0	10	2	2	-19
OXTR ag	-0.6	x	0.0	0.8	0.3	1.4	0.0	x	-1.4	4.3
M1 antag	-1	-11	-12	1	-12	-1	-10	4	-9	46*
M1 ag	-6	-1	2	-4	-3	0	5	-4	-4	-5
V1R ag counter	0.2	x	-0.8	0.6	0.9	-1.2	-0.3	x	-0.2	1.8
TAAR1 antag	12	-13	-13	6	-14	32	-8	-1	-27	10

#11 O=C(CN1CCN(c2ccc(F)cc2)CC1)Nc1ccc(F)c(F)c1
#12 CCCn1cc(NC(=O)c2cc3n(n2)C(C(F)(F)F)CC(c2ccccc2)N3)cn1 (stereo not given)
#13 CNC(=O)c1cc(S(=O)(=O)NC2CCCCCC2)ccc1C
#14 COc1cc(N=c2c([N+](=O)[O-])nn(-c3ccc4c(c3)OCCO4)n2O)cc(OC)c1
#15 NC(=O)C1CCN(C(=O)C2c3ccccc3C(=O)N3CCc4ccccc4C23)CC1 (stereo not given)
#16 Fc1cccc2sc(Nc3nc4cc5c(cc4s3)OCO5)nc12
#17 Cc1cccc(/N=C/c2c(O)cc(C)oc2=O)n1
#18 Cc1ccc([C@H]2C[C@H](O)[C@@H](n3cc(-c4ccc(F)cc4)nn3)CN2CC2CCCCC2)cc1
#19 CC(OC(=O)CCc1c[nH]c2ccccc12)C(=O)c1ccccc1 (stereo not given)
#20 CSc1nc2ccc(NC(=O)NC(=O)c3c(F)cccc3F)cc2s1
assay / entry	11	12	13	14	15	16	17	18	19	20
CHO parental Ca	-7	-18	x	-14	-4	-12	-6	x	-9	-8
OXTR potentiator	-10	-11	x	-1	-8	-9	-19	x	-8	-5
TAAR1 agonist	3	9	4	2	2	2	7	3	-2	0
CHRM1 PAM	3	-4	8	2	1	5	8	8	2	-6
OXTR ag	0.7	5.4	x	-1.8	-0.1	5.8	0.7	x	-1.0	0.5
M1 antag	-3	9	-12	-5	-2	-2	-15	-8	1	16
M1 ag	-1	-3	4	-4	-4	-4	-4	-1	-4	-4
V1R ag counter	2.5	4.4	x	-0.1	0.3	1.3	2.0	x	0.2	0.6
TAAR1 antag	6	4	-22	-18	18	39	2	-28	3	26

8 structures out of the list, sorted by number of heavy atoms, largest number first.
#18 Cc1ccc([C@H]2C[C@H](O)[C@@H](n3cc(-c4ccc(F)cc4)nn3)CN2CC2CCCCC2)cc1
#12 CCCn1cc(NC(=O)c2cc3n(n2)C(C(F)(F)F)CC(c2ccccc2)N3)cn1 (stereo not given)
#9 Cc1ccc(NC(=O)CN(C)C(=O)CNC(=O)c2sc3ccccc3c2Cl)cc1
#11 O=C(CN1CCN(c2ccc(F)cc2)CC1)Nc1ccc(F)c(F)c1
#19 CC(OC(=O)CCc1c[nH]c2ccccc12)C(=O)c1ccccc1 (stereo not given)
#16 Fc1cccc2sc(Nc3nc4cc5c(cc4s3)OCO5)nc12
#13 CNC(=O)c1cc(S(=O)(=O)NC2CCCCCC2)ccc1C
#17 Cc1cccc(/N=C/c2c(O)cc(C)oc2=O)n1
assay / entry	18	12	9	11	19	16	13	17
CHO parental Ca	x	-18	-26	-7	-9	-12	x	-6
OXTR potentiator	x	-11	-6	-10	-8	-9	x	-19
TAAR1 agonist	3	9	-1	3	-2	2	4	7
CHRM1 PAM	8	-4	2	3	2	5	8	8
OXTR ag	x	5.4	-1.4	0.7	-1.0	5.8	x	0.7
M1 antag	-8	9	-9	-3	1	-2	-12	-15
M1 ag	-1	-3	-4	-1	-4	-4	4	-4
V1R ag counter	x	4.4	-0.2	2.5	0.2	1.3	x	2.0
TAAR1 antag	-28	4	-27	6	3	39	-22	2

Further records.
#21 O=C(c1ccccc1F)N1CCN(C2CCC(c3ccccc3)CC2)CC1 (stereo not given)
#22 COc1ccc(CCN2C(=O)N(c3ccc(OC)cc3)C(=O)C2CC(=O)Nc2ccccc2)cc1 (stereo not given)
#23 O=S(=O)(c1ccc(Cl)cc1)N(CCCN1CCOCC1)Cc1cccs1
#24 O=C(Cn1cnc2ccccc2c1=O)NCC(=O)N1CCN(c2ccccn2)CC1
#25 COc1ccc(NC(=O)C2CC(c3cc(OC)c(OC)c(OC)c3)=NO2)cc1OC (stereo not given)
#26 CCOc1ccc(CCNC(=O)Cn2c(-c3nonc3N)nc3ccccc32)cc1OCC
#27 COc1cc2[nH]c3c(OC)ncnc3c2cc1OC
#28 Cc1ccc(CN2CCN(Cc3cc(=O)c4ccccc4[nH]3)CC2CCO)o1 (stereo not given)
#29 COc1cc(/C=N/NC(=O)c2[nH]nc3c2CCc2ccccc2-3)ccc1O
#30 CC1CC(C)CN(S(=O)(=O)c2ccc(C(=O)NCc3ccco3)cc2)C1 (stereo not given)
assay / entry	21	22	23	24	25	26	27	28	29	30
CHO parental Ca	-2	-18	-26	-12	-4	-12	10	14	-7	-9
OXTR potentiator	-10	-18	-8	-6	3	-6	0	-24	-7	-4
TAAR1 agonist	-1	8	3	3	4	3	-1	6	11	-1
CHRM1 PAM	-15	1	-1	3	0	9	7	4	8	-2
OXTR ag	-0.2	-0.6	-1.2	0.4	1.3	-2.0	-0.4	0.9	0.8	-2.1
M1 antag	19	9	0	-4	5	-38	-10	-1	-4	2
M1 ag	-8	-6	-9	-3	-3	-3	-2	-5	0	-7
V1R ag counter	0.9	0.8	0.0	0.6	1.1	-1.0	0.2	0.1	-0.3	-1.6
TAAR1 antag	-30	20	0	-2	-5	5	-24	18	20	-13

#31 CC1c2cc3c(cc2CCN1S(=O)(=O)c1ccccc1)OCCCO3 (stereo not given)
#32 Cn1c(N)c(C(=O)COC(=O)C2(c3ccccc3F)CCCC2)c(=O)n(C)c1=O
#33 S=C(NCc1ccco1)Nc1ccc(Br)cn1
#34 O=C(COc1ccccc1)NCC(=O)NC1=NCCS1
#35 CCN(CC)c1ncnc2c1ncn2[C@H]1CN(Cc2cccnc2)C[C@@H](CO)O1
#36 O=C(NNC(=S)Nc1ccccc1)C1CC1
#37 CCCNC(=S)N(Cc1ccccc1)Cc1nc2ccccc2c(=O)[nH]1
#38 Cc1ccccc1CN1[C@@H](C(C)C)COCCS1(=O)=O
#39 CCCCc1nnc(NC(=O)CSCc2cc(=O)n3cc(C)sc3n2)s1
#40 CCn1c(=O)c(C(=O)CN(C)Cc2ccc(F)cc2)c(N)n(Cc2ccccc2)c1=O
assay / entry	31	32	33	34	35	36	37	38	39	40
CHO parental Ca	-21	-21	7	0	x	-7	-18	-14	-16	-28
OXTR potentiator	-6	-9	-8	-15	x	4	-2	-4	-3	-3
TAAR1 agonist	1	15	-2	2	0	6	4	14	1	1
CHRM1 PAM	-6	-1	1	5	8	4	2	9	7	-5
OXTR ag	0.8	0.6	-0.7	0.8	x	1.8	0.6	-1.0	-1.4	1.6
M1 antag	9	-2	-7	-8	-17	-6	-3	0	-8	2
M1 ag	-4	-2	-5	-4	-2	-4	-6	-3	-2	-7
V1R ag counter	3.8	1.8	-0.8	1.0	x	1.0	1.1	-0.9	-0.2	3.0
TAAR1 antag	-29	16	11	-15	-16	-6	-6	8	-8	-10

#41 c1ccc(-c2ccc(OCCCn3cncn3)cc2)cc1
#42 Cc1ccccc1-c1cc2nc(Oc3ccc4c(c3)OCO4)n(C)c(=O)c2s1
#43 COc1ccc(-c2csc(N(Cc3ccco3)C(=O)c3cccs3)n2)cc1
#44 O=C(O)c1cc(N2C(=O)C3CCCCC3C2=O)ccc1NCc1cccnc1 (stereo not given)
#45 N=C1/C(=C/c2cccn2Cc2ccc(F)cc2)C(=O)N=C2SC=CN12
#46 COc1cccc(C(O)c2nccn2Cc2ccccc2)c1OC (stereo not given)
#47 FC(F)(F)C(F)(F)c1nc2nc(Cl)c(Cl)nc2[nH]1
#48 COc1cccc(-c2n[nH]nc2C2=CC(=O)C[C@H](c3ccc(F)cc3)C2)c1
assay / entry	41	42	43	44	45	46	47	48
CHO parental Ca	7	x	-8	4	-11	x	x	x
OXTR potentiator	-15	x	-7	-1	-5	x	x	x
TAAR1 agonist	5	2	0	3	3	2	1	6
CHRM1 PAM	-1	-2	6	-8	-2	9	-2	-1
OXTR ag	7.4	x	-0.6	0.2	-1.4	x	x	x
M1 antag	-9	4	-9	-1	2	-15	6	0
M1 ag	1	-2	-2	-2	-3	-5	0	0
V1R ag counter	5.7	x	-1.1	0.1	-1.6	x	x	x
TAAR1 antag	-14	-7	-4	-13	4	-11	-26	-15

Screens from PubChem.
